Assay outcomes from PubChem BioAssay.
NCI-60 one-dose screen, 48 h, at 10 µM unless noted. Numbers give growth in % (100 = growth as untreated, 0 = no growth, -100 = all killed).
OVCAR-8: OVCAR-8 ovarian cancer | actives 4.4% (n = 81,000) | AID 1794782
PC-3: PC-3 prostate cancer cells | actives 3.9% (n = 80,000) | AID 1794754
OVCAR-3: OVCAR-3 ovarian cancer; actives 7% (n = 79,000); AID 1794787
SNB-19: SNB-19 CNS cancer cells; AID 1794751; actives 2.5% (n = 81,000)
SF-539: SF-539 CNS cancer. actives 6.8% (n = 81,000). AID 1794752
SF-268: SF-268 CNS cancer cells. actives 3.1% (n = 82,000)
DU-145: DU-145 prostate cancer. actives 4.2% (n = 81,000). AID 1794760
U251: U251 CNS tumor cells. actives 5.4% (n = 80,000). AID 1794753
SF-295: SF-295 CNS cancer cells. actives 5.6% (n = 79,000)
* = called active by the depositor; x = no result given; & = joins results of further samples. How the source made its calls: active means growth percent below 10; inactive means the rest.

1: CC12SCC(C(=O)NCc3ccccc3)N1C(=O)c1ccccc12 (configuration not stated)
2: O=C(CCCCC[P+](c1ccccc1)(c1ccccc1)c1ccccc1)NC(COC(=O)C(Cl)Cl)(COC(=O)C(Cl)Cl)COC(=O)C(Cl)Cl
3: CCc1ccc(C2=C(O)C(=O)C(c3ccc(CC)cc3)=C(O)C2=O)cc1
4: COc1ccc(C(=O)CC(C(=O)O)c2ccc(OC)c(OC)c2)cc1OC (configuration not stated)
5: Nc1ccn(-c2ccc(Br)cc2)c(=O)n1
6: C/C(=N\Nc1nc2ccccc2s1)c1ccncn1
7: C/C(=N/O)C(=O)NCCCCCCC(=O)Nc1ccccc1
8: O=C(Nc1ccc(Cl)cc1)Nc1cccc(-c2cc(=O)c3ccccc3o2)c1
9: Cc1cccc2c1CC1(C2=O)C2C=CC(C2)S1=O (configuration not stated)
10: COc1ccc(C2C=C(c3ccc(Cl)c(Cl)c3)N=C3SC(C)=CN32)cc1OC (configuration not stated)
screen / no.	1	2	3	4	5	6	7	8	9	10
OVCAR-8	90.8	95.0	-59.0*	103.3	116.8	x	98.9	104.5	93.7	68.7
PC-3	90.3	90.5	6.6*	98.5	x	27.3	96.5	92.1	95.5	35.6
OVCAR-3	119.9	103.4	-47.2*	93.3	48.0	21.2	110.9	112.5	101.6	60.9
SNB-19	100.2	98.3	8.8*	101.1	140.4	51.1	97.8	100.4	95.6	79.4
SF-539	95.4	106.7	-71.8*	102.8	94.1	40.8	99.4	103.1	106.2	90.7
SF-268	109.8	103.1	0.6*	x	108.7	45.5	95.4	104.5	93.0	63.2
DU-145	110.5	114.1	13.8	113.8	101.4	28.3	109.3	109.8	102.6	83.6
U251	92.3	97.1	1.6*	107.4	103.6	33.6	100.3	104.6	91.5	69.2
SF-295	98.0	99.0	-27.2*	115.0	79.3	39.3	98.1	95.4	101.2	42.5

11: OCCCNCc1ccccc1
12: COc1ccc(Nc2nc3n(c(=O)c2C#N)-c2ccccc2Sc2ccccc2-3)cc1
13: COc1ccc(NS(=O)CCCc2ccccc2)cc1 (configuration not stated)
14: CC(CN(C)C)C(=O)c1ccccc1 (configuration not stated)
15: COC1=CC(c2ccc[nH]2)=N/C1=C\c1[nH]c(C)c(C(=O)OC(C)C)c1C
16: COc1cc(-c2cc(-c3ccco3)c(C#N)c(N3CCOCC3)n2)cc(OC)c1OC
17: Cc1ccc(/C=C(\C#N)n2nnc3c(F)cccc32)cc1
18: COc1cc(CSc2nc3ccc(C)cc3c(=O)n2-c2ccccc2)cc(OC)c1OC
19: O=C(Nc1nc(-c2ccc(Cl)cc2)cs1)c1ccccc1CN1C(=O)c2ccccc2C1=O
20: CC[C@H]1OC(=O)[C@H](C)[C@@H](O[C@H]2C[C@@](C)(OC)[C@@H](O)[C@H](C)O2)[C@H](C)[C@@H](O[C@@H]2O[C@H](C)C[C@H](N(C)C)[C@H]2O)[C@](C)(O)C[C@H](C)CN(C)[C@H](C)[C@@H](O)[C@]1(C)O
screen / no.	11	12	13	14	15	16	17	18	19	20
OVCAR-8	101.7&100.5	84.8	97.5	104.5	2.7*	60.1	-70.7*	52.9	94.8	115.5
PC-3	92.4&96.8	72.5	84.8	86.0	8.8*	52.3	24.7	49.1	79.6	91.0
OVCAR-3	102.4&109.3	93.2	109.3	102.6	-53.9*	46.6	0.9*	-1.4*	105.1	96.0
SNB-19	99.8&106.6	87.9	102.1	97.0	21.1	79.2	23.6	57.2	88.2	93.4
SF-539	106.6&102.2	100.5	111.0	99.4	-58.6*	68.8	-27.9*	3.6*	102.9	101.6
SF-268	99.2&103.3	88.1	98.7	108.7	6.3*	49.9	24.3	47.5	86.3	99.1
DU-145	112.1&116.5	103.4	105.9	105.5	10.5	63.7	13.9	29.8	105.9	109.1
U251	95.6&101.2	88.1	98.9	102.1	-26.7*	48.4	-26.1*	38.5	93.0	94.8
SF-295	99.8&97.7	88.5	99.0	102.2	-76.0*	88.3	16.0	32.8	90.9	108.5

21: C=CC(=O)N1CCC=C(c2cc3c(N[C@H](C)c4ccccc4)ncnc3[nH]2)C1
22: N#CN1CC[C@H](C(=O)Nc2cc3cc(C(N)=O)ccc3cn2)C1
23: O=NN(C(=O)NC1CCC(C(=O)O)CC1)C1CCC(C(=O)O)CC1 (configuration not stated)
24: NC1=NC(c2ccccc2OS(=O)(=O)c2ccc(Br)cc2)n2c(nc3ccccc32)N1 (configuration not stated)
25: CC(=O)NNc1nc(C)c(C(=O)NNC(=O)C(=O)Nc2cccc(C(C)=O)c2)s1
26: CCN1CCC2(CC1)OC(c1ccccc1)C(c1ccccc1)O2 (configuration not stated)
27: NCc1ccccc1O
28: O=C(Nc1ccc(CN2CCc3nc4cc(O)c(O)cc4cc32)cc1)Nc1ccc(Cl)c(Cl)c1
29: COc1ccc(-c2nn3c(Cc4ccc(Cl)cc4)nnc3s2)cc1OC
30: Cc1ccc(-c2nc3ccc(Cl)cc3c(=O)n2N2C(=O)CSC2c2ccccc2Cl)cc1 (configuration not stated)
screen / no.	21	22	23	24	25	26	27	28	29	30
OVCAR-8	66.4	1.6*	99.7	88.3	93.9	106.5	103.6	93.0	88.6	27.3
PC-3	68.9	2.8*	98.6	80.1	84.0	89.1	101.0	83.4	97.3	70.6
OVCAR-3	56.2	-14.4*	113.3	94.6	108.9	114.3	108.1	102.1	112.4	58.6
SNB-19	77.1	7.9*	100.3	98.1	98.6	111.8	108.5	99.1	86.4	75.2
SF-539	74.6	-35.9*	102.6	96.0	101.9	116.3	101.3	103.3	86.6	78.8
SF-268	60.1	-9.7*	107.0	95.1	111.2	108.5	110.5	103.2	89.6	60.4
DU-145	42.9	7.2*	111.6	108.6	112.3	114.7	111.2	108.2	102.6	73.1
U251	84.2	-2.5*	104.5	86.9	x	109.5	96.6	101.1	102.0	22.3
SF-295	72.0	2.8*	106.8	99.1	109.4	111.1	87.4	97.0	99.9	x

31: N#Cc1ccc(Nc2ncnc3onc(-c4ccccc4)c23)cc1
32: Cn1c(C#N)ccc1-c1cccc(N2C(=O)NC(C)(C)C2=O)c1
33: Nc1ccc2c(c1)C(=O)c1cc(C(=O)O)ccc1-2
34: CCCCC(SC(CC)(C(C)=O)c1ccccc1)C(N)=O (configuration not stated)
35: CC(=O)/C(N=Nc1ccc2oc(=O)ccc2c1)=C(\C)O
36: Cc1ccc(C(C)C)cc1C(O)CN1CCCCC1 (configuration not stated)
37: CCOC(=O)c1c(C)[nH]c(CO)c1C
38: COc1ccc2c(C3(c4c[nH]c5cc(OC)ccc45)C(=O)Nc4ccc(F)cc43)c[nH]c2c1
39: CCOC(=O)c1c(/C=C/C(=O)O)nc2ccccc2c1/C=C/c1ccccc1
screen / no.	31	32	33	34	35	36	37	38	39
OVCAR-8	97.9	108.4	94.3	98.9	25.1	x	101.2	86.9	31.2
PC-3	104.1	96.4	114.6	91.9	20.7	91.7	98.1	41.6	53.5
OVCAR-3	108.6	106.6	105.6	97.6	x	96.5	103.1	84.9	13.3
SNB-19	98.2	106.0	102.9	101.2	29.0	105.8	98.4	98.4	61.1
SF-539	99.2	103.7	91.5	95.1	51.5	102.8	104.2	88.9	19.8
SF-268	100.8	95.7	102.0	103.5	45.7	94.6	96.7	57.4	40.7
DU-145	112.8	110.4	119.9	105.0	48.5	101.4	100.5	97.7	14.2
U251	96.6	106.7	105.7	97.1	23.3	102.8	99.0	85.0	51.2
SF-295	101.1	99.5	109.4	92.5	22.5	93.7	95.1	79.0	73.6

The order is random; overall some 10% were active at least once.
